Source: PubChem BioAssay
Smad3 FoxH1 inh: blocks human Smad3 binding to FoxH1 peptide; P84022; TR-FRET Smad3/Dy647-FoxH1 peptide binding, europium anti-His; inhibition, % at 25 µM; hit rate 0.29% among 88,000;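 active = compounds that reduce the energy-transfer binding signal between the protein and its labelled peptide by more than half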;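 note: 0% = Smad3 plus labelled peptide maximal FRET and 100% = peptide-only background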
Calb biofilm kill: kills Candida albicans biofilms; C. albicans biofilm + clotrimazole, Alamar Blue; inhibition, % at 6 µM; hit rate 0.14% among 85,000; AID 834;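 active = inhibition above 20%; inactive = inhibition below 20%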;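 note: preformed 24 hr biofilms exposed to compound for 48 hr; 0% = biofilm without compound and 100% = blank killed by clotrimazole plus chlorhexidine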
Mac1 fbg inh: CD11b/CD18-fibrinogen binding inhibition; P05107+P11215; K562 CD11b/CD18 adhesion to fibrinogen, ATPlite luminescence; Mn2+ added to activate the integrin; inhibition, % at 10 µM; hit rate 0.54% among 93,000; AID 1497;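 active = primary inhibition of 50% or more at 10 µM, then 40% or more on retest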; note: some results filed as inactive read as strong as hits
Target sequence (P05107 whole entry, looked up, other chains not shown): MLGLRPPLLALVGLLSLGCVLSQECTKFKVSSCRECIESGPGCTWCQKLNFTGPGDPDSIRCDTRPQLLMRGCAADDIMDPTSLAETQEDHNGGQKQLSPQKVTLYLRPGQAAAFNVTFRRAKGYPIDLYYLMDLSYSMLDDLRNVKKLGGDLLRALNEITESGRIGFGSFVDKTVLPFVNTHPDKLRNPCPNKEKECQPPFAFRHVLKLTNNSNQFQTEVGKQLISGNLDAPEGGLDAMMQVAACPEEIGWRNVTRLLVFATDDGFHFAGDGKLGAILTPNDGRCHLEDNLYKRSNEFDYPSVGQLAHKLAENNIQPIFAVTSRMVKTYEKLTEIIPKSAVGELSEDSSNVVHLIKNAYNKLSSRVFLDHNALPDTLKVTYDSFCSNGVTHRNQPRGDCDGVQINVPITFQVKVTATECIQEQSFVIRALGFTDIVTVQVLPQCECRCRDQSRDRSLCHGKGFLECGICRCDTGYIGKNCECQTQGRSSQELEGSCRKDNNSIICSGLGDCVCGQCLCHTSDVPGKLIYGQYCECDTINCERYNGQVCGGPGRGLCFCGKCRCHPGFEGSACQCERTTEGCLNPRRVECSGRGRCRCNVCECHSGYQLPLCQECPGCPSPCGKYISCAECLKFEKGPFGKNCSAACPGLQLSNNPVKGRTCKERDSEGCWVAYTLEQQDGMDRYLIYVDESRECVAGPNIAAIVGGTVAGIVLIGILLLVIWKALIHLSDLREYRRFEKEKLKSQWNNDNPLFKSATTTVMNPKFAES
sEH activator: soluble epoxide hydrolase (human) activation; purified human sEH enzymatic activity, activator screen; AID 717; activation, % at 2 µM; hit rate 0.04% among 91,000; P34913; in the data active = activation above about 37%; note: values of inactives mirror those of a sister screen read the other way
MT1-MMP txn act: MT1-MMP promoter transcription activation | HT1080 MT1-MMP promoter luciferase reporter, luminescence, overnight; active compounds read high | activation factor at 10 µM | hit rate 0.16% among 86,000 | AID 750;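 active = activation factor of at least 2 for MT1-MMP transcription at 10 µM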
ERa SRC1 pot: ER-alpha (human) coactivator binding potentiation. TR-FRET ERalpha-LBD/SRC-Cy5 coactivator binding, 2 h; 100 = basal binding, no effect. coactivator binding (% of control), % at 25.6 µM. hit rate 1.3% among 86,000. AID 639; in the data active = activity above about 200%;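 note: binding measured in presence of low estradiol as agonist stimulus; 0% = peptide alone without receptor and 100% = receptor with peptide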
sEH inhibitor: blocks human soluble epoxide hydrolase activity. AID 707. inhibition, % at 2 µM. P34913. recombinant human sEH enzymatic activity assay. hit rate 0.34% among 91,000; in the data active = inhibition above about 80%; note: values of inactives mirror those of a sister screen read the other way; many of its hits are not listed in these tables
ERb SRC1 inh: ER-beta (human) coactivator binding inhibition; inhibition, % at 25.6 µM; hit rate 1.3% among 86,000; TR-FRET ER-beta LBD / SRC1-Cy5 peptide binding; receptor agonist-loaded with 1 µM estradiol; Q92731; AID 633;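 active = compounds whose percent inhibition of the receptor-coactivator binding signal exceeds about 50% in the single-dose screen, limit read from the data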;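 note: 0% = receptor plus peptide wells without compound and 100% = peptide-only wells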
Mac1 fbg enh: CD11b/CD18-fibrinogen binding enhancement; activation, % at 10 µM; P05107+P11215; K562 CD11b/CD18 adhesion to fibrinogen, ATPlite luminescence; hit rate 0.07% among 93,000;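 active = 10 µM primary screen giving 50% or more activity, confirmed by 40% or more on retest at that dose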; note: strong numbers were not always called active; reference of the scale not given here
Numbers without * were called inactive; x = not tested or not shown; [ ] = another dose, or the depositor's remark.

smiles | Smad3 FoxH1 inh | Calb biofilm kill | Mac1 fbg inh | sEH activator | MT1-MMP txn act | ERa SRC1 pot | sEH inhibitor | ERb SRC1 inh | Mac1 fbg enh
COc1ccccc1Nc1nc(C)cc(C)c1C(N)=O | -3 | 5 | -13 | 9 | 1 | 107 | -9 | 6 | -2
O=C(CSc1nc(-c2ccccc2)cs1)NCc1ccco1 | 7 | 8 | -11 | -4 | 1.1 | 97 | 7 | -3[fluorescence artefact?] | 2
Cc1cc(=O)oc2cc(OCC(=O)NCc3ccncc3)ccc12 | 1 | 8 | 5 | -13 | 1.1 | 102 | 13 | -11 | -2
CC(C)NCCOc1cccc(Br)c1 | 8 | 5 | -2 | -4 | 1.1 | 122 | 4 | 3[fluorescence artefact?] | -8
CNC(=O)COC(=O)c1cccnc1SC | 12 | 1 | 2 | -4 | 1.3 | 109 | 7 | 8[fluorescence artefact?] | -1
O=c1cc(-c2ccccc2)nc(SCc2ccc(Cl)cc2)[nH]1 | x | x | -6 | 9 | x | x | -11 | x | -1
c1ccc2c(c1)Cn1nnnc1-2 | -2 | 9 | 12 | x | 1.3 | 107 | x | 12 | 4
CCCCC(c1nnnn1CCOC)N1CCN(C)CC1 (stereo unspecified) | 5 | 3 | x | 26 | 1.2 | 119 | -22 | -13 | x
C=C(C)CSc1ncc(-c2cccc(C(F)(F)F)c2)cn1 | x | x | -5 | -12 | x | x | 15 | x | 3
O=C(Cn1c(-c2cncs2)nc2ccccc21)NCc1ccccc1 | 8 | -1 | -12 | 6 | 1.1 | 117[fluorescence artefact?] | -7 | 8 | -1
CCN1CCN(CCNC(=O)c2ccc(CS(=O)(=O)c3c(Cl)cccc3Cl)o2)CC1 | -6 | 14 | -14 | 9 | 1.1 | 97[fluorescence artefact?] | -10 | -4 | -2
CCc1nc(C)c(C#N)c2cc(OC)c(OC)cc12 | 1 | 2 | 10 | 2 | 1 | 121 | 0 | -4 | 4
O=C(O)c1sccc1S(=O)(=O)c1ccccc1 | 9 | x | -4 | 8 | 1 | 97[fluorescence artefact?] | -9 | 2 | 0
Nc1nc2n(n1)C(c1cccc(Br)c1)CC(c1ccccc1)N2 (stereo unspecified) | 1 | -2 | -10 | -1 | 1 | 120 | 1 | -13 | -1
O=C(NCC(=O)N(c1ccccc1)C(C(=O)NC1CCCC1)c1cccnc1)c1ccco1 (stereo unspecified) | 1 | -1 | x | -6 | x | 109 | 5 | 1 | x
O=C(NC1CC1)c1ccc(CSCc2cccc(F)c2)o1 | 3 | 1 | -14 | 14 | 1.3 | 120[fluorescence artefact?] | -15 | -10 | 0
FC(F)(F)c1cc(-c2ccccc2)nc(-n2cncn2)n1 | 6 | 2 | 31 | -2 | 1.1 | 90 | 0 | -21 | 0
Cc1cccc2cc(CN(CC3CCCO3)C(=O)NC3CCCCC3)c(=O)[nH]c12 (stereo unspecified) | 17 | 6 | 16 | -11 | 1 | 114 | 10 | -6 | 0
Cc1c(C)n(C(=O)CSc2nncn2C)c2ccccc12 | -9 | -1 | -7 | -2 | 1 | 93 | 1 | 7 | -2
CCCCNC(=O)CCNC(=O)c1ccc(C(C)(C)C)cc1 | 6 | 3 | -2 | -15 | 1 | 111[fluorescence artefact?] | 12 | -1[fluorescence artefact?] | -3
Cc1ccc(C2=Nc3ccccc3NC(C)(c3ccc(C)o3)C2)o1 (stereo unspecified) | 8 | 6 | -18 | -4 | 1.2 | 93[fluorescence artefact?] | 4 | 5 | 0
Cc1ccc(F)cc1NC(=O)C1CCCN(c2ncccn2)C1 (stereo unspecified) | -2 | 1 | -56 | -4 | 1.2 | 104 | 0 | 4 | -3
C=CCNC(=O)CCCOc1cccc(C)c1 | 4 | 11 | -20 | -14 | 1 | 109 | 14 | -2 | 1
CCOC(=O)c1cnc(-n2cc(C)cn2)nc1Nc1ccccc1OC | -3 | 8 | -8 | -11 | 0.9 | 95 | 11 | 4 | 0
C=CCn1c(SCC(=O)NCc2ccc3c(c2)OCO3)nc2scc(-c3ccc(F)cc3)c2c1=O | x | x | -2 | 12 | x | x | -11 | x | -9
CCC(C)(C)NC(=O)Cc1ccccc1OC | -6 | 0 | 4 | 15 | 1.4 | 100 | -16 | 3 | -6
CCC(=O)c1ccc(OCC(O)CN2C(=O)NC(C)(C)C2=O)cc1 (stereo unspecified) | 8 | 9 | 6 | -2 | 1.2 | 132 | 6 | 10[fluorescence artefact?] | 3
O=C(NCCCN1CCOCC1)c1cc(-c2ccc3c(c2)OCO3)nc2ccccc12 | 2 | 16 | -13 | x | 1.2 | 91 | x | 20 | -1
Nc1nnc(CSCc2ccc(F)cc2)s1 | 2 | 3 | -2 | x | 1.2 | 91 | x | -30 | -4
CCOc1ccccc1NC(=O)CSc1nnc(CNC(=O)COc2ccc(Cl)cc2)o1 | 4 | 2 | -17 | -21 | 0.9 | 118[fluorescence artefact?] | 21 | 0[fluorescence artefact?] | -1

Reprinted at random: 3 entries already listed, in no set order.
smiles | Smad3 FoxH1 inh | Calb biofilm kill | Mac1 fbg inh | sEH activator | MT1-MMP txn act | ERa SRC1 pot | sEH inhibitor | ERb SRC1 inh | Mac1 fbg enh
CCN1CCN(CCNC(=O)c2ccc(CS(=O)(=O)c3c(Cl)cccc3Cl)o2)CC1 | -6 | 14 | -14 | 9 | 1.1 | 97[fluorescence artefact?] | -10 | -4 | -2
FC(F)(F)c1cc(-c2ccccc2)nc(-n2cncn2)n1 | 6 | 2 | 31 | -2 | 1.1 | 90 | 0 | -21 | 0
CCC(C)(C)NC(=O)Cc1ccccc1OC | -6 | 0 | 4 | 15 | 1.4 | 100 | -16 | 3 | -6

(cont.)
smiles | Smad3 FoxH1 inh | Calb biofilm kill | Mac1 fbg inh | sEH activator | MT1-MMP txn act | ERa SRC1 pot | sEH inhibitor | ERb SRC1 inh | Mac1 fbg enh
CCCc1cc(=O)[nH]c(SCC(=O)N2CCN(c3ccc(F)cc3)CC2)n1 | -12 | 1 | 15 | 6 | 1.1 | 96 | -4 | -11[fluorescence artefact?] | -1
CCOC(=O)CN(c1cccc(C(C)=O)c1)S(C)(=O)=O | -19 | 2 | -7 | -10 | 1.2 | 87 | 11 | 14 | -5
OCCN1CCN(Cc2cc(Br)cc(Br)c2O)CC1 | -6 | 7 | 5 | 10 | 1.2 | 106 | -9 | -9 | 1
O=C1CSC(c2cn(-c3ccccc3)nc2-c2cc3ccccc3oc2=O)N1Cc1ccco1 (stereo unspecified) | -13 | 10 | x | -1 | 1.3 | 198 | 1 | 15[fluorescence artefact?] | x
O=C(NCC1CCCO1)c1cccc(Br)c1 (stereo unspecified) | 3 | 6 | 4 | 0 | 1.1 | 106 | 0 | -29[fluorescence artefact?] | -3
O=C(CCn1c(=O)sc2ccccc21)Nc1nccs1 | 9 | 1 | 4 | -5 | 1.6 | 112 | 7 | -6 | -4
Cc1ccc(C2CCN(C(=O)Nc3ccccc3)C2)cc1 (stereo unspecified) | -14 | -2 | 10 | x | 1.5 | 94 | x | 6[fluorescence artefact?] | -7
C1=C(c2ccc(-c3ccccc3)cc2)Nc2ncnn2C1c1ccco1 (stereo unspecified) | 2 | -1 | -7 | -3 | 1.5 | 110[fluorescence artefact?] | 2 | 32 | 39
Cn1c(=O)oc2cc(S(=O)(=O)N3CCCC(C(=O)N4CCn5c4nc4ccccc45)C3)ccc21 (stereo unspecified) | 2 | -4 | -12 | x | 1.1 | 130 | x | -5 | 26
COc1ccc(CCNC(=O)c2ccncc2)cc1OC | -10 | 2 | x | 3 | 1.1 | 112 | -3 | 0 | x
COc1ccc(-c2cc(C(=O)O)c3ccccc3n2)c(OC)c1 | 0 | -1 | -22 | 11 | 1 | 90[fluorescence artefact?] | -10 | 7 | 0
CCOC(=O)CC(=O)CSc1nnc2c(n1)[nH]c1ccccc12 | -7 | 2 | 2 | -2 | x | 106 | 1 | 4 | -6
Cc1ccccc1NC(=O)C1Cc2ccccc2C(=O)O1 (stereo unspecified) | 0 | 1 | -18 | -9 | 1.1 | 91 | 4 | 3 | 0
CC1=C(C(=O)OCc2ccc3c(c2)OCO3)C(c2ccc(F)cc2)NC(=O)N1 (stereo unspecified) | x | x | 15 | 7 | x | x | -7 | x | 0
COc1cc2[nH]c(=O)n(Cc3ccccc3Cl)c(=O)c2cc1OC | 12 | 6 | -2 | 6 | 1.1 | 116 | -3 | 10 | 6
COc1ccc(N=c2oc3ccc(OC)cc3cc2-c2nc3ccccc3[nH]2)cc1 | x | x | 4 | 20 | x | x | -17 | x | 71
CC1CCCC(C)N1C(=O)c1cccc2c1-c1ccccc1/C2=N/O (stereo unspecified) | -3 | 0 | x | 11 | 1.2 | 83 | -7 | -14 | x
Cc1cc2ncn(CC(O)COC3CCCCC3)c2cc1C (stereo unspecified) | 8 | 7 | 0 | -8 | 1.2 | 109 | 8 | 19 | -4
CCC(CC)C(=O)Nc1ccc(Sc2ccc([N+](=O)[O-])cc2)cc1 | x | x | -17 | -26 | x | x | 25 | x | -2
Cc1ccc(C)c(Cn2c(=O)n(-c3ccc(CC(=O)NCc4ccco4)cc3)c(=O)c3sccc32)c1 | -71 | 7 | -13 | 0 | x | 127[fluorescence artefact?] | 1 | 55* | 111
O=C(c1cc2n(n1)C(C(F)(F)F)CC(c1ccco1)N2)N1CCN(c2ccccn2)CC1 (stereo unspecified) | 0 | -3 | -3 | x | 1.1 | 93 | x | 6[fluorescence artefact?] | 1
CN(C)S(=O)(=O)c1ccc(-c2csnn2)s1 | -12 | 5 | 4 | -5 | 1.1 | 91 | 3 | 16 | -1
CC(=O)c1c(O)c(C)c(-c2ccccc2)n(-c2ccccc2)c1=O | x | x | -14 | 17 | x | x | -14 | x | 8
COc1ccc(Cl)cc1N(CC(=O)Nc1ccc2c(c1)OCO2)S(C)(=O)=O | -20 | -1 | -13 | -1 | 1.1 | 82 | 2 | 7[fluorescence artefact?] | -3
CCCCOc1ccc(S(=O)(=O)NCc2csc(C)n2)cc1 | 3 | 5 | 15 | 4 | 1 | 100 | 0 | 37 | 0
Cc1c(NC(=O)c2cccs2)cccc1C(=O)O | -4 | 2 | x | 13 | 1.2 | 130 | -13 | -11 | x
CC(C)(C)c1csc(NC(=O)c2ccc3nccnc3c2)n1 | 17 | 8 | -10 | 1 | 2* | 113 | 0 | -3[fluorescence artefact?] | -1
Cc1ccc(NC(=O)CSC2=C(C#N)C(c3ccco3)C3=C(CCCC3=O)N2)cc1 (stereo unspecified) | -13 | -4 | -6 | x | 1.1 | 96 | x | 2[fluorescence artefact?] | -6
COc1ccccc1N(CC(=O)NC1CCCCC1)C(=O)c1csnn1 | -3 | 4 | x | 6 | 1.2 | 105[fluorescence artefact?] | -7 | -9 | x
Cn1c(-c2sc3ccccc3c2Cl)n[nH]c1=S | 14 | 7 | -2 | -4 | 1 | 74 | 3 | -6[fluorescence artefact?] | -3
Cc1ccc(NC(=O)Cc2nnc(SCC(=O)c3ccc(Br)cc3)n2C)cc1 | 24[fluorescence artefact?] | 6 | -7 | -5 | x | 201*[fluorescence artefact?] | 7 | 19 | 0
Cc1cccc(C)c1NC(=S)NC(=O)CCc1ccccc1 | x | x | -2 | -3 | x | x | 5 | x | 7
COc1ccc(C(=O)CSc2nnc(-c3ccccc3)o2)cc1 | -89[fluorescence artefact?] | 7 | 1 | -9 | 1.2 | 90[fluorescence artefact?] | 9 | 5 | -3
CCOC(=O)c1sc(NC(=O)CSc2nc(C)cc(C)n2)c(C#N)c1C | 3 | 7 | -13 | 6 | 1.2 | 90[fluorescence artefact?] | -7 | 3 | 1

A portion of the library (hit frequency here may not be typical).
